# CXCR6 block = CXCR6 receptor inhibitors, primary screen, cell-based, beta-arrestin, luminescence, CHO-K1 PathHunter, 1536-well; C-X-C chemokine receptor type 6 (Homo sapiens), O00574; inhibition, % at 20 µM; 360,000 compounds, 0.36% hits; AID 602244, 2012; in the data active = inhibition above about 34%, passing the limit was not always enough;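 note: antagonist mode with CXCL16 agonist at 10 nM final; 0% = 10 nM CXCL16 with DMSO and 100% = unstimulated wells without agonist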
# Target sequence (O00574 whole entry, looked up): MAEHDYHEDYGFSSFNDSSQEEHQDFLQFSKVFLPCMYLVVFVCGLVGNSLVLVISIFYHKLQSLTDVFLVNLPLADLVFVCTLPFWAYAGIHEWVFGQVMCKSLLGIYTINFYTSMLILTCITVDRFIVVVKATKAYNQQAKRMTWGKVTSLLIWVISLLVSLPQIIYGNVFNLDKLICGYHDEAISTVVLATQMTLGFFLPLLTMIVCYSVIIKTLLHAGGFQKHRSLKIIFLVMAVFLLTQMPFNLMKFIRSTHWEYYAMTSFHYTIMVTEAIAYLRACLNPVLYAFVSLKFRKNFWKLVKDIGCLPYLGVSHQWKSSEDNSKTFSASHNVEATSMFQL
# UBC13 polyUb = UBC13 polyubiquitin chain formation inhibitors, primary screen, biochemical, TR-FRET, uHTS; Ubiquitin-conjugating enzyme E2 N (Homo sapiens), P61088; inhibition, % at 20 µM; 330,000 compounds, 0.47% hits; in the data active = inhibition above about 45%, passing the limit was not always enough; inconclusive = no clear call, values can overlap the other calls
# Target sequence (P61088 whole entry, looked up): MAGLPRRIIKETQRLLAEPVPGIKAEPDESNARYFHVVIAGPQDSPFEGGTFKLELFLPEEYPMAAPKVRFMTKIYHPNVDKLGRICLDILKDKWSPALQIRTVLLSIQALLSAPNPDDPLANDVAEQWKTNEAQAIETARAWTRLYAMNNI
# Gli-Sufu block = Gli-Sufu pathway antagonists, primary screen, luciferase luminescence, Sufu-KO-LIGHT cells, uHTS; Sufu-KO-LIGHT fibroblasts, Gli luciferase reporter luminescence; 340,000 compounds, 0.74% hits; inhibition, % at 5 µM;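 active = inhibition above about 55%, limit read from the data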;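 note: 0% = DMSO-treated cells and 100% = wells with medium but no cells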
# CCR6 antag = CCR6 receptor antagonists, primary screen, cell-based, CHO-K1, luminescence, beta-arrestin, uHTS; AID 493098, 2011; CHO-K1 CCR6 PathHunter beta-arrestin, CCL20-stimulated; 340,000 compounds, 0.49% hits; inhibition, % at 20 µM;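 active = compounds whose inhibition of the agonist-driven luminescence signal at 20 µM reaches about 50%, limit read from the data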;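 note: cells stimulated with CCL20 at 14 nM final; plate controls were DMSO with CCL20 for no effect and DMSO without agonist for full effect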
# APJ agonist = agonists of human apelin receptor APJ, primary screen, CHO-K1 cells, PathHunter beta-arrestin, luminescence; P35414; 0% DMSO wells, 100% apelin; activation, % at 20 µM; 330,000 compounds, 0.11% hits; AID 2520, 2010;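 active = activation more than six SD over the plate average, tested at 20 µM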;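 note: 0% = DMSO alone and 100% = apelin-13 at 10 nM; some results filed as inactive read as strong as hits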
# Target sequence (P35414 whole entry, looked up): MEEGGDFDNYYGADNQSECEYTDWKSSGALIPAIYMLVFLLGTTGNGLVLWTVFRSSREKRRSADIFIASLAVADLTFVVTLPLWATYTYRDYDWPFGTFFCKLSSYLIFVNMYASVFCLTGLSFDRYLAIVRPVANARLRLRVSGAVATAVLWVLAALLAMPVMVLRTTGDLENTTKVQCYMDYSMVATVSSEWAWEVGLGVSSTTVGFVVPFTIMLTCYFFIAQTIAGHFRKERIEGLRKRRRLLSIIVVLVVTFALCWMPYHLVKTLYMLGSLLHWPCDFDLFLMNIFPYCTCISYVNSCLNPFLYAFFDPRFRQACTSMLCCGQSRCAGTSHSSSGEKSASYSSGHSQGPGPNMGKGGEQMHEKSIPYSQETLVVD
#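 Test system: CHO-K1 APJ beta-arrestin complementation cell line. Amount: cell density 1000 per well. Controls: DMSO negative, 10 nM Apelin-13 positive. Signal: luminescent beta-gal fragment complementation, chemiluminescent substrate. Read-out basis: agonist-driven arrestin binding to APJ. Timing: compound stimulation 90 min at 25 °C, detection 60 min.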
# APJ antag = antagonists of human apelin receptor APJ, primary screen, CHO-K1 cells, beta-arrestin complementation, luminescence | P35414 | inhibition, % at 20 µM | 330,000 compounds, 0.32% hits | AID 2521, 2010;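 active = inhibition above about 40% at 20 µM, limit read from the data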;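 note: cells challenged with 10 nM apelin-13 agonist together with compound; plate controls were apelin-13 plus DMSO wells for no effect and DMSO wells lacking apelin-13 for full effect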
# EBI2 antag = EBI2 receptor antagonists, beta-arrestin recruitment, primary screen, cell-based, luminescence, 7a,25-OHC stimulation, uHTS | G-protein coupled receptor 183 (Homo sapiens), P32249 | 7a,25-OHC stimulated | inhibition, % at 5 µM | 360,000 compounds, 0.81% hits; in the data active = inhibition above about 38%;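 note: enzyme fragment complementation signal reports receptor beta-arrestin coupling in cells; 0% = agonist plus DMSO wells and 100% = wells without agonist; some results beyond the cut were filed as inactive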
# ATG4B inhibitor = ATG4B protease inhibitors, primary screen, biochemical, fluorescence, uHTS; Cysteine protease ATG4B (Homo sapiens), Q9Y4P1; ATG4B cleavage of LC3-PLA2, NBD-HPC fluorescence, 1 h; inhibition, % at 8.33 µM; 340,000 compounds, 0.51% hits; AID 504462, 2011; in the data active = inhibition above about 40%
# Active calls of the source: *; ? = inconclusive; · = no result given.
SMILES,CXCR6 block,UBC13 polyUb,Gli-Sufu block,CCR6 antag,APJ agonist,APJ antag,EBI2 antag,ATG4B inhibitor
Cc1ccc(N=Nc2ccc(O)c(/C=N\NC(=O)c3ccc(N)cc3)c2)cc1C,18,-22,-37,27,0,12,11,-2
COc1ccc(CNC(=S)Nc2ccc(F)c(Cl)c2)cc1OC,-8,-2,6,4,0,2,3,3
C=C(C1=CCN(S(=O)C(C)(C)C)[C@H]1CCO)c1ccccc1 (some centres undefined),5,·,-5,9,·,·,-9,3
O=C(c1ccccc1Oc1nnnn1-c1ccccc1)N1CCOCC1,4,3,0,8,-1,-2,0,-5
COc1ccc(C(=O)Nc2cccc(/C=C(\CCC(=O)O)c3nc4ccccc4s3)c2)cc1,-2,17,-30,8,-4,2,-6,59*
Cc1ccc2nc(-c3ccccn3)c(Nc3ccccc3C)n2c1,24,28,0,41,-2,40,16,5
N=c1c2c3c(sc2ncn1Cc1ccccc1)CCCC3,-5,9,4,4,-3,-17,-5,5
CC1CN(CCOc2ccc([N+](=O)[O-])cc2)CC(C)O1 (centres undefined),-5,1,2,-6,1,-1,-15,-7
O=C(NCc1ccccn1)C(=O)C1C(=O)Nc2ccccc21 (centres undefined),-3,-2,1,-1,-2,12,0,-2
N#CCCN(C(=O)COC(=O)c1cc(=O)c2ccccc2o1)c1ccccc1,4,2,-4,-2,-4,2,-2,-10
CC(Sc1nc2ccccc2s1)C(=O)N1CCOCC1 (centres undefined),1,6,-8,8,2,-4,-7,-10
O=C1NC(=S)S/C1=C\c1coc2ccc(O)cc2c1=O,6,-1,0,20,-2,5,2,-14
CN(C)S(=O)(=O)c1cccc(NC(=O)Cn2cnc3ccccc3c2=O)c1,-15,4,8,-14,-3,22,-1,-4
CCC(C)Sc1nc2c(c(=O)n1C)SC(C)C2 (centres undefined),3,4,6,12,-6,14,-3,-19
CCOc1ccc(C2=NNC(c3cccs3)=Nc3ccc(OC)cc32)cc1OCC,16,-5,-7,8,-4,10,0,36
CC(=O)Nc1nnc(SCC(=O)Nc2nc(C)cs2)s1,3,6,6,4,-2,11,0,1
COC(=O)COc1cccc(/C=N/NC(=O)CCSc2ccccc2)c1,-8,-1,5,-1,-2,-18,5,-9
O=C(O)CNC(=O)CCn1nnc2ccccc2c1=O,-2,-12,-1,11,-3,6,-9,3
O=C(NNc1nc2c(F)cccc2s1)c1cc(=O)c2ccccc2o1,7,-33,-5,22,-1,-22,3,3
CC(CNC(=O)c1ccc(Br)o1)NC(=O)c1ccc(Br)o1 (centres undefined),-7,2,4,-3,-1,4,4,-1
COC(=O)C1=C(O)/C(=C\c2sccc2C)N=C1C,-2,-13,0,-1,-1,-20,-5,5
Cc1nc(-c2ccc(S(=O)(=O)N3CCN(CCc4ccccc4)CC3)s2)cs1,-8,4,0,12,-5,12,7,-2
O=C(NCc1ccccc1Cl)c1cnccn1,4,2,-15,21,2,-16,-1,7
Cc1ccc(-c2nc(N/N=C/c3ccccc3[N+](=O)[O-])c3ccccc3n2)cc1,12,-14,-68,11,-1,20,20,-5
O=C(NNC(=O)c1ccccc1OCc1ccccc1)c1ccccc1O,6,-12,14,0,-9,-4,9,0
Cn1nccc1C(=O)Nc1cc(Cl)ccc1Cl,-5,0,8,-3,-2,5,9,-2
Cc1ccnc2nc(C(=O)OCC(=O)Nc3ccccc3C(C)(C)C)nn12,1,2,0,-2,-4,-3,-16,-11
CCOC(=O)Cc1cc(=O)c2c(=O)n(-c3ccccc3)[nH]c2[nH]1,7,3,-17,-11,-2,-4,3,0
Cn1c(-c2ccccc2)cccc1=O,1,-2,3,-8,-5,7,-5,-9
COc1ccc(CCNC(=O)C2CCCN(C(=O)N(C)C)C2)c(OC)c1 (centres undefined),12,-3,6,2,-1,11,-9,-9
O=C(NCCO)c1ccc(CSc2nc3ccccc3[nH]2)cc1,-2,8,-17,-2,0,6,6,-6
COc1ccc(NC(=O)C(=O)NCCN2CCN(C(=O)c3cccc(Br)c3)CC2)cc1,-6,-7,8,3,5,-27,9,0
Nc1c(-c2ccc(Cl)cc2)cnn1-c1cc(C(F)(F)F)cc(C(F)(F)F)c1,3,-1,5,2,-4,-16,-6,-7
Cc1[nH]c(C)c(S(=O)(=O)NCc2ccc(Cl)cc2)c1C(=O)N1CCCC1,5,-6,2,8,2,14,-6,1
CS(=O)(=O)N1CCN(C(=O)c2cc(-c3cccs3)nc3ccccc23)CC1,-2,36,0,-11,2,-7,-4,0
COc1ccc(OC)c(NC(=O)COc2ccc(S(=O)(=O)NC(C)C)cc2)c1,2,9,6,8,-3,-8,-3,-10
CN(C(=O)Cn1cc(C#N)c2ccccc21)c1ccccc1,-5,-4,3,10,0,7,16,-7
COc1cc(OC)cc(C(C(=O)NC2CCCCC2)N(C(=O)c2ccno2)c2ccccc2)c1 (centres undefined),-1,-12,8,14,-1,2,7,-10
CCSc1nnc(NC(=O)NC(CC)(C(F)(F)F)C(F)(F)F)s1,-8,4,26,9,0,-12,1,-13
COC(=O)c1ccccc1NC(=O)CN(c1ccc(C)cc1)S(C)(=O)=O,0,3,-2,13,-3,-7,-2,-3
Cc1nc2ccccc2nc1N1CCC(C)CC1,4,0,-9,8,-6,-5,8,-9
CCOc1cc(C2C(C(=O)O)c3cc(OCC)c(OCC)cc3C(=O)N2C)ccc1O (centres undefined),-2,5,-5,1,7,0,0,-9
Cn1ncc(Br)c1C(=O)NC(=S)N1CCN(c2ccccn2)CC1,2,-7,-1,-23,-4,4,1,1
CN(C)c1nc(NCc2ccccc2)nc(N/N=C/c2ccc(Cl)cc2Cl)n1,3,-20,19,3,-2,-18,14,-3
Cc1cccc(NC(=O)c2nc[nH]c2C(=O)N[C@@H](Cc2ccccc2)C(=O)OCc2ccccc2)c1,-12,-38,-37,-5,-8,0,-45,-10
CCS(=O)(=O)NC(C)C(c1cccs1)N1CCN(c2ccc(F)cc2)CC1 (centres undefined),3,1,-7,-2,6,16,25,2
CC1(C)CC(=O)C(C2C3=C(CC(C)(C)CC3=O)OC3=C2C(=O)CC(C)(C)C3)=C(O)C1,-7,1,3,-3,-3,-17,-10,-3
CCSc1ccc([C@@H]2[C@@H]3C(=O)N(C)C(=O)[C@@H]3[C@]3(C(=O)OC)CCCCN23)cc1,6,7,17,10,3,-13,10,-6
Cc1noc(C)c1COc1ccc(C(=O)N2CCN(c3cccc(Cl)c3)CC2)cc1,-6,1,1,12,-7,-44,11,4
COc1ccccc1CNC(=O)c1ccc(NS(=O)(=O)c2c(C)noc2C)cc1,0,3,-8,5,2,-2,-4,-4
CC(C)c1ccc(NC(=O)CSc2nc(-c3ccccc3F)nc3nc[nH]c23)cc1,11,-8,6,16,1,-11,14,-14
O=C(NCc1cccnc1)c1c(O)c2cccc3c2n(c1=O)CCC3,8,?,-3,7,-2,-2,-4,2
CCOc1ccc(/C=N/NC(=O)c2cccc3ccccc23)c(OCC)c1,12,-2,-22,9,1,-3,15,0
COCCCNC(=S)N1CCC(NC(=O)Nc2ccc(C)cc2)CC1,-7,2,3,4,-3,-2,-1,-7
COC(=O)c1sccc1NC(=O)c1ccoc1C,-6,4,-3,-3,-3,-4,3,-12
CCCn1c(NCc2ccccc2NS(=O)(=O)c2ccc(C)cc2)nc2ccccc21,10,10,5,1,-4,-1,24,-8
CC(=O)Nc1ccc(N2CCN(C(C)=O)CC2)cc1,-3,-5,-3,6,4,-5,-13,-10
COc1ccc(OC)c(NC(=O)CSc2nnnn2-c2ccc3c(c2)OCO3)c1,10,1,-2,8,-2,-6,-3,1
CCOC(=O)C(CC)n1nc(C)n2c(cc3sccc32)c1=O (centres undefined),3,0,0,18,-2,1,-7,3
COC(=O)c1sccc1NC(=O)Nc1ccc(C)c(C)c1,-3,-2,-76,0,-2,1,8,-8

# (list continues)
SMILES,CXCR6 block,UBC13 polyUb,Gli-Sufu block,CCR6 antag,APJ agonist,APJ antag,EBI2 antag,ATG4B inhibitor
O=C(CSc1nnc(C2CC2)n1-c1ccccc1)N1CCNC1=O,1,4,-13,1,0,-15,1,-6
Cc1ccc(N(C(=O)CC2NC(=O)NC2=O)C2(C(=O)NC3CCCC3)CCCCC2)cc1 (centres undefined),-2,-9,-24,2,1,-7,-11,5
CC(C)(C)OC(=O)NC(Cc1ccccc1)C(=O)N1CCC(C(=O)NCC(=O)Nc2ccc(F)cc2)CC1 (centres undefined),4,-1,4,16,-4,-28,-1,-1
CC(Cn1cncn1)NC(=O)c1cc(COc2cccc(C(F)(F)F)c2)on1 (centres undefined),2,5,5,3,-5,-9,-11,1
CC(=O)Nc1cccc(NC(=S)Nc2ccc(F)cc2F)c1,-6,2,4,4,-1,-12,-7,0
O=C(COC(=O)c1cccs1)NCc1ccccc1,-4,11,-9,-3,-2,-7,1,-6
CC1CN(C(=O)CSc2nnc(-c3ccc(Cl)cc3)n2C)CC(C)O1 (centres undefined),-7,-1,2,-20,0,18,-7,-6
COc1ccc(N2CCN(CC(=O)N3CCC(C)CC3)CC2)cc1,-7,-4,1,-8,-4,-2,-1,-1
COc1ccccc1C1Nc2cccc3cccc(c23)N1,-15,-10,23,0,0,-9,-2,9
CCc1noc(C)c1C(=O)Nc1cc(Cl)ccc1N1CCOCC1,7,-1,-2,11,1,19,8,-14
COc1ccc(NC(=S)N2CCC(C(=O)N3CCCCCC3)CC2)cc1,6,3,-2,-3,-2,-3,-5,-4
Cc1cccnc1NC(=O)C1CCN(S(=O)(=O)c2ccc3c(c2)CCC(=O)N3)CC1,-13,-5,0,19,-4,0,-6,-9
CC(C)(C)c1ccc(C(=O)Nc2sc3c(c2C(=O)O)CCC3)cc1,-4,-10,4,9,0,-5,6,32
CC(=O)Nc1ccccc1NC(=O)CC(C)(C)C,-3,4,3,-5,2,10,3,-8
C/C(=N/NC(=O)c1ccn(C)n1)c1ccncc1,-1,2,-1,-5,-5,8,-8,-5
Cc1ccc(NC(=O)Cc2nc(COC(=O)c3c(F)cccc3Cl)cs2)cc1,-8,8,-36,14,-2,-15,4,-8
COc1ccc(C(=O)NC2CC2)cc1OC1CCN(Cc2ccccc2)CC1,-2,0,12,5,-6,-5,2,6
Cc1c(NC2=CC(=O)CC(C)(C)C2)ccc([N+](=O)[O-])c1C,0,-2,2,13,-3,-11,-5,-5
